Compound activity as filed in PubChem BioAssay.
Hsp70 inhibitors – small molecules displacing fluorescent ligand from Hsp70 – biochemical, fluorescence polarization, primary screen (AID 583). displacement, % at 20 µM; hits with a dose series show IC50 in µM. 140,000 compounds, 0.06% hits. Hsp70 fluorescence polarization probe displacement, mP; higher % means a stronger effect; in the data active means displacement above about 50%;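 further: plate controls were vehicle for no effect and reference ligand for full effect; a part of the inactive calls stands beside numbers as strong as those of hits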
Rat MKP-3 inhibitors – MKP-3 phosphatase inhibitors, primary screen, biochemical, rat enzyme, in vitro (AID 425). recombinant MKP-3 phosphatase activity, fluorescence; higher % means a stronger effect. inhibition, % at 20 µM, or IC50 in µM where a hit was titrated. 110,000 compounds, 0.17% hits; in the data active means inhibition above about 50%;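 further: plate controls were vehicle for no effect and reference inhibitor for full effect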
Starred values were filed as active, the others as inactive; . = not tested or not shown; & = joins results of further samples.

The line under a structure holds: Hsp70 inhibitors	Rat MKP-3 inhibitors
Cc1ccc(S(=O)(=O)NCc2ccc(C(=O)NCCCN3CCN(C)CC3)cc2)cc1
    -0.3%	-6%
CSc1nc2sc3c(c2c(=O)[nH]1)CCC(C)C3 (stereo not given)
    -3.0%	0%
COc1ccc(C2CC(=O)C3=C(C2)Nc2ccccc2NC3c2ccccc2OC)cc1 (stereo not given)
    -1.0%	4%
COc1ccc(/C=N/NC(=O)CC2C(=O)NN=C2C)cc1 (stereo not given)
    1.4%	3%
O=C(O)c1ccccc1NC1=C(Cl)C(=O)N(c2cccc(Cl)c2)C1=O
    -0.8%	-1%
NS(=O)(=O)c1ccc(N=C2c3ccccc3C(=O)C2c2ccccc2)cc1 (stereo not given)
    -2.1%	-2%
COc1ccc(NC(=O)c2ncn[nH]2)cc1
    -1.6%	.
COc1cc(/C=N/n2cnnc2)ccc1OCc1ccccc1
    1.8%	.
S=C(NCCc1c[nH]c2ccccc12)Nc1ccc(Cl)cc1Cl
    5.3%	3%
Cc1ccc(NC2CC(=O)N(CCc3ccccc3)C2=O)cc1 (stereo not given)
    -3.5%	.

The line under a structure holds: Hsp70 inhibitors	Rat MKP-3 inhibitors
CC(C)N/C=C(/c1cc(O)ccc1O)[N+](=O)[O-]
    .	9%
Cc1ccc2cc(C#N)c(N3CCCN(C(=O)C4CCCO4)CC3)nc2c1C (stereo not given)
    -6.2%	-9%
CCN(CC)CCOC(=O)C1(c2ccc(OC)c(OC)c2)CCCC1
    .	-6%
Cc1ccc(N2CC(C(=O)NCc3ccco3)CC2=O)cc1 (stereo not given)
    0.2%	-3%
CCOC(=O)Cn1c(C)nc2ccccc21
    -4.8%	1%
O=C(CSc1nc(-c2cccs2)cc(C(F)(F)F)n1)NCCCn1ccnc1
    -2.1%	.
Nn1c(SCc2cn3ccsc3n2)nnc1-c1ccncc1
    0.8%	0%
Cc1ccc(C(=O)Cn2c(NCCCO)nc3ccccc32)cc1
    -4.4%	1%
NC(=O)COC(=O)CCCc1c[nH]c2ccccc12
    2.8%	7%
Cc1ccc(C(=O)C2(C)C3c4cc(Br)ccc4OC(=O)C32C(=O)c2ccco2)cc1 (stereo not given)
    0.4%	.

The line under a structure holds: Hsp70 inhibitors	Rat MKP-3 inhibitors
CC(C)(C)NC(=O)c1cc2nc(-c3ccccc3)cc(C(F)(F)F)n2n1
    2.2%	-7%
O=C(O)CC1S/C(=N/N=C2/C(=O)Nc3ccccc32)N(c2ccc(O)cc2)C1=O (stereo not given)
    2.1%	5%
O=C(NCc1ccccc1)c1nc2c(nnn2Cc2cccc(Cl)c2)c(=O)[nH]1
    -3.2%	.
CCOC(=O)Nc1sc2c(c1C#N)CCCC2
    2.4%	.
Cc1cc(NC(=O)CSc2nnc(-c3ccc(S(=O)(=O)N4CCCC4)cc3)n2C)no1
    -1.1%	-17%
O=C(NCC1CCCO1)c1c(O)c2cccc3c2n(c1=O)CC3 (stereo not given)
    -2.8%	-6%
C#CCC(CC#C)(C(=O)OC)C(=O)OC
    -5.1%	5%
CC(OC(=O)c1cccnc1SCc1cc(=O)n2ccccc2n1)c1ccccn1 (stereo not given)
    3.4%	.
CCOC(=O)N1CCC(NC(=O)c2cc3ccccn3n2)CC1
    -0.7%	-6%
CC1(C)CC(=O)c2c(oc3ccc(NS(=O)(=O)c4ccc5c6c(cccc46)C(=O)N5)cc23)C1
    0.3%	2%

Reprinted at random: six entries already listed, in no set order.
The line under a structure holds: Hsp70 inhibitors	Rat MKP-3 inhibitors
CC(OC(=O)c1cccnc1SCc1cc(=O)n2ccccc2n1)c1ccccn1 (stereo not given)
    3.4%	.
Nn1c(SCc2cn3ccsc3n2)nnc1-c1ccncc1
    0.8%	0%
COc1cc(/C=N/n2cnnc2)ccc1OCc1ccccc1
    1.8%	.
Cc1ccc(S(=O)(=O)NCc2ccc(C(=O)NCCCN3CCN(C)CC3)cc2)cc1
    -0.3%	-6%
COc1ccc(NC(=O)c2ncn[nH]2)cc1
    -1.6%	.
Cc1ccc(C(=O)C2(C)C3c4cc(Br)ccc4OC(=O)C32C(=O)c2ccco2)cc1 (stereo not given)
    0.4%	.

(cont.)
The line under a structure holds: Hsp70 inhibitors	Rat MKP-3 inhibitors
CC(C)Cc1nnc(NC(=O)c2ccncc2)s1
    -3.2%	-18%
C=CCNC(=O)CCCOc1cccc(C)c1
    0.3%	0%
COc1ccccc1OCCOc1ccc(Cl)cc1/C=C1/SC(=S)N(C)C1=O
    -0.9%	0%
COc1ccc(-c2cc(C(F)(F)F)n3nc(C(=O)NCc4ccco4)cc3n2)cc1
    -0.6%	-7%
CC(C)Sc1ncnc2c1oc1ccccc12
    3.6%	-5%
COc1ccc(C2Nc3ccccc3C(=O)N2c2ccc(Cl)cc2)cc1Cn1nc(C)c([N+](=O)[O-])c1C (stereo not given)
    2.4%	0%
Cc1cc(/C=N/n2cnnc2)c(C)n1-c1cc(Cl)ccc1Cl
    -2.4%	4%
Cc1ccccc1-n1c(SCc2c(C)noc2C)nnc1-c1ccncc1
    9.9%	-8%
COc1cc([N+](=O)[O-])cc(/C=N/NC2=NS(=O)(=O)c3ccccc32)c1O
    14%	3%
CC12CS(=O)(=O)CC1SC(=S)N2c1ccccn1 (stereo not given)
    3.2%	-8%

The line under a structure holds: Hsp70 inhibitors	Rat MKP-3 inhibitors
O=C(Nc1ccc(I)cc1)C(Cc1ccccc1)N1C(=O)c2ccccc2C1=O (stereo not given)
    -1.2%	1%
CCOC(=O)c1sc(C)c(C(=O)NC2CCCCC2)c1N
    7.2%	.
O=C(NCCn1ccc2ccccc21)C1CCCCC1
    0.5%	-11%
CCCCCCNC(=O)c1c(O)c2ccccc2[nH]c1=O
    -4.5%	-11%
Cn1c(=S)[nH]c2cccnc21
    -1.7%	0%
CCCCCC(=O)Nc1ccc(S(=O)(=O)Nc2cc(OC)nc(OC)n2)cc1
    -1.4%	0%
Nc1nnc(SCC(=O)Nc2ccc(Cl)c(Cl)c2)s1
    2.3%	0%
Cc1ccc(NC(=O)CN(C)Cc2nc3ccccc3c(=O)[nH]2)c(Br)c1
    6.4%	.
Cc1ccc(C)c(S(=O)(=O)NC(=O)C(C)O)c1 (stereo not given)
    2.5%	0%
COC(=O)C1=C(O)/C(=C\c2ccccc2C(F)(F)F)N=C1C
    -5.3%	1%

The line under a structure holds: Hsp70 inhibitors	Rat MKP-3 inhibitors
CN1CCc2c(sc3c2C(=O)NC(c2ccc4c(c2)OCO4)N3)C1 (stereo not given)
    -2.8%	-8%
O=C(O)CC1C(=O)NCCN1Cc1ccc(F)c(F)c1 (stereo not given)
    2.5%	2%
COc1ccc(C(=O)/C=C/c2ccc(OC)c([N+](=O)[O-])c2)cc1
    1.6%	2%
Cn1c(SCC(N)=O)nnc1-c1ccccc1
    1.9%	-13%
O=C(O)c1ccc(Cl)c2c1C1C=CCC1C(c1ccccn1)N2 (stereo not given)
    41%	1%
O=S(=O)(Nc1cccc(-c2cn3ccccc3n2)c1)c1ccc(-c2ccccc2)cc1
    -5.4%	-1%
CCCOc1ccc(CC(CC(=O)O)(C(=O)O)C(=O)O)cc1
    -2.0%&-3.2%	-8%&1%
COc1cccc(N2C(=O)NC(=O)C(=Cc3ccc(N(C)C)cc3)C2=O)c1
    -4.1%	0%
Cc1ccc(NC(=O)Cn2cccc2)c(C)c1
    -1.6%	.
CCCC(=O)Nc1ccc(Br)cn1
    -0.5%&3.0%	0%

The line under a structure holds: Hsp70 inhibitors	Rat MKP-3 inhibitors
CCn1c(C(O)c2ccccc2)nc2ccccc21 (stereo not given)
    -0.8%&5.0%	-10%&0%
CCc1cccc(NS(=O)(=O)c2c(C)n[nH]c2C)c1
    -1.9%	-5%
CCCCCCN1C(=O)/C(=C2\SC(=O)NC2=O)c2ccccc21
    2.9%	4%
O=C(O)c1cc(S(=O)(=O)N2CCCC2)ccc1Br
    -3.6%	-4%
CC(C)CN(C(=O)COC(=O)c1cc2ccccc2oc1=O)C1CCS(=O)(=O)C1 (stereo not given)
    0.0%	-6%
O=C(c1ccc2ccccc2c1)N1CCN(c2ccccc2)CC1
    -1.1%	-12%
CC(C)CC(C(=O)O)N(Cc1ccccc1)Cc1ccccc1 (stereo not given)
    2.5%	.
CN(Cc1ccccc1)C(=O)c1ccc2c(c1)OCCO2
    -1.3%&0.9%	-9%&2%
COc1ccc(N2C(=O)c3cccc4cccc(c34)C2=O)nn1
    5.1%	-3%
O=C(CNC(=O)c1cccs1)NCCN1CCN(c2ccccc2F)CC1
    .	1%

The line under a structure holds: Hsp70 inhibitors	Rat MKP-3 inhibitors
CCCC(c1nnnn1Cc1ccco1)N1CCN(C(=O)c2ccco2)CC1 (stereo not given)
    1.0%	-1%
COC(=O)c1ccc(S(=O)(=O)NCCSc2nnc3c4ccccc4n(C)c3n2)cc1
    -6.5%	-4%
C=C(C)c1cccc(C(C)(C)NC(=O)NCCCN2CCCC2=O)c1
    2.3%	-3%
Cc1ccccc1NC(=O)CSc1nnnn1C
    3.8%	-19%
COC(=O)c1cccc(-n2c(C)ccc2-c2ccccc2)c1
    -5.9%	4%
O=S(=O)(c1ccc2ccccc2c1)N1CCN(C/C=C/c2ccccc2)CC1
    -8.7%	5%
COc1cccc(O[C@@H]2O[C@@H]3COC(C)(C)O[C@H]3[C@H](O)[C@H]2NC(C)=O)c1
    -0.8%	.
O=C(N/N=C/c1ccc(O)c(O)c1)c1ccccn1
    0.7%	-1%
COc1cccc(-c2nnc(NC(C)=O)o2)c1
    -2.7%	-3%
CCNC(=O)NC(=O)C(C)Oc1ccc(C(=O)OC)cc1 (stereo not given)
    3.2%	-7%

Of the compounds above, 2 contain a cyano group:
The line under a structure holds: Hsp70 inhibitors	Rat MKP-3 inhibitors
Cc1ccc2cc(C#N)c(N3CCCN(C(=O)C4CCCO4)CC3)nc2c1C (stereo not given)
    -6.2%	-9%
CCOC(=O)Nc1sc2c(c1C#N)CCCC2
    2.4%	.

(continued)
The line under a structure holds: Hsp70 inhibitors	Rat MKP-3 inhibitors
CCOC(=O)c1c(C)nc(-c2ccccc2)nc1NC(=O)c1ccccc1
    -1.8%	-1%
COC(=O)C1=C(C)NC(C)=C(C(=O)OC)C1C(=O)OCCN1C(=O)c2ccccc2C1=O
    -0.3%	-7%
O=C(Nc1cccc(C(F)(F)F)c1)C1CCCCC1
    -2.4%	.
COCCNC(=O)C(c1ccco1)N(C(=O)Cn1nnc2ccccc21)c1cc(C)ccc1C (stereo not given)
    -1.3%	-1%
CC(Sc1nc(-c2ccccc2)cc(C(F)(F)F)n1)C(=O)N1CCOCC1 (stereo not given)
    -1.9%	.
CCOc1ccc(C2C(C#N)=C(N)SC(N)=C2C#N)c(OCC)c1
    -66%	2%
CC(C)(C)OC(=O)N1CC=C2C(C#N)=C(N)C(C#N)(C#N)[C@H](c3cccnc3)[C@H]2C1
    .	-20%
CC(C)(C)NC(=O)C(=O)N/N=C/c1ccc(Br)cc1
    -3.2%	0%
O=C(c1nn2c(C(F)(F)F)cc(-c3ccccc3)nc2c1Cl)N1CCCC1
    -3.7%	0%
CCC(=O)Nc1cc(-c2nnc(OC)c3ccccc23)ccc1N1CCOCC1
    3.2%	-5%

The line under a structure holds: Hsp70 inhibitors	Rat MKP-3 inhibitors
Cc1ccc(S(=O)(=O)N2CCN(C(=O)CSc3nc4ccccc4c(=O)[nH]3)CC2)c(C)c1
    1.0%	-2%
OCCCn1c(-c2ccccc2)n[nH]c1=S
    2.8%	.
COC(=O)C1=C(C)N(C)C(C)=C(C(=O)OC)C1c1ccc(C)s1
    -3.6%	2%
CC1(C)Cc2ccccc2C(c2cc3ccccc3oc2=O)=N1
    -1.5%	.
Cc1ccc(N(CC(=O)Nc2ccc(C(C)C)cc2)S(C)(=O)=O)cc1Cl
    5.6%	-4%
COC(=O)c1ccc(NC(=O)c2ccc(OCC(C)C)cc2)cc1
    -2.9%	0%
COc1ccc(C2CC(=O)C3=C(C2)Nc2ccccc2NC3c2cccc(C(F)(F)F)c2)cc1OC (stereo not given)
    -2.6%	6%
CCOC(=O)COn1c(-c2cccc(Cl)c2)nc2ccc([N+](=O)[O-])cc21
    -1.9%	.
O=S(=O)(Cc1ccccc1)N1CCCCCC1
    -1.4%	-1%
Cc1cc(C(=O)CSc2nnc(-c3ccccc3)o2)c(C)n1CC1COc2ccccc2O1 (stereo not given)
    2.3%	.

The line under a structure holds: Hsp70 inhibitors	Rat MKP-3 inhibitors
CCc1cc(=O)oc2cc(OCc3cccc(C)c3)ccc12
    5.1%	1%
Cc1cccc(OCC(=O)NCC(C)C)c1
    -3.4%	2%
COc1cc(NC(=O)c2ccc(C(C)(C)C)cc2)c(OC)cc1Cl
    0.4%	0%
COc1ccc(CCNC(=O)c2[nH]c(C)c(C(C)=O)c2C)cc1
    -0.8%	.
COc1cccc(NC(=O)CCN2CCN(c3ccccc3F)CC2)c1
    .	-4%
O=C1OC(c2ccccc2Br)=N/C1=C\c1cc2c(cc1Cl)OCO2
    4.2%	-2%
Nc1nnc(C(=O)c2ccccc2N)s1
    -3.0%	-4%
CCOC(=O)CCCNC(=O)CCNC(=O)c1ccc(OC)cc1
    -6.1%	-6%
CCOC(=O)c1c(NC(=O)CCN2C(=O)c3cccc4cccc(c34)C2=O)sc2c1CCC2
    7.8%	1%
CCN1CC2CCCC3(C1)C(=O)NC1(CCCCC1)N=C23 (stereo not given)
    4.1%	0%

The line under a structure holds: Hsp70 inhibitors	Rat MKP-3 inhibitors
CCCSc1nnc(-c2cccc(S(=O)(=O)N(C)C)c2)n1-c1cc(OC)ccc1OC
    1.4%	-7%
O=C(Nc1ccc(Br)cc1C(=O)O)c1cccs1
    8.0%	3%
CCS(=O)(=O)N1CCCC(C(=O)NCCN(C)Cc2ccccc2)C1 (stereo not given)
    -2.0%	-4%
CCCc1nc(-c2ccccc2)c(-c2ccc(OC)c(OC)c2)c(=O)[nH]1
    -2.2%	2%
CC1(C)C(=O)N(Cc2ccc([N+](=O)[O-])cc2)c2ccccc2N1C(=O)c1ccc(F)cc1
    -1.4%	7%
CCC12CN3CC(CC)(CN(C1)C3c1ccccc1Cl)C2O (stereo not given)
    3.8%	0%

Only part of the results is shown (hit frequency here may not be typical).
